From PubChem
VEEV TC-83 Vero – inhibitors of VEEV TC-83 cytopathic effect, confirmation, Vero cells (AID 588727). Vero cells, VEEV TC-83 cytopathic effect inhibition; higher % means a stronger effect. inhibition, % at 20 µM; hits with a dose series show IC50 in µM. 350,000 tested, 0.13% active; in the data active = a potency from the dose series; inconclusive = inhibition mostly from about 14% at the one dose, without a potency; inactive = the rest, 99 in 100 with inhibition below about 12%; note: strong numbers were not always called active
H37Rv inhibition – M. tuberculosis growth inhibition, HTS (AID 449762); M. tuberculosis H37Rv growth inhibition, 7H9 media; higher % means a stronger effect; 330,000 tested, 0.59% active; one-dose inhibition, % at 25 µM; IC50 in µM for titrated hits; in the data active = a potency from the dose series; inconclusive = inhibition above about 70% without an active follow-up result;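 note: bacterial growth assessed after seven days of incubation; strong numbers were not always called active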
influenza NS1A – H1N1 influenza NS1A inhibitors, functional cell based assay (AID 504329); inhibition, % at 12.5 µM, or IC50 in µM where a hit was titrated; NS1A functional cell-based assay, percent inhibition; higher % means a stronger effect; 340,000 tested, 0.3% active; in the data active = a potency from the dose series; inconclusive = inhibition above about 27% without an active follow-up result; note: strong numbers were not always called active
M. tuberculosis – growth inhibition of non-replicating M. tuberculosis (AID 488890) | Mycobacterium tuberculosis non-replicating, growth inhibition; higher % means a stronger effect | one-dose inhibition, % at 25 µM; IC50 in µM for titrated hits | 320,000 tested, 0.39% active; in the data active = a potency from the dose series; inconclusive = inhibition mostly from about 82% at the one dose, without a potency; inactive = the rest, 99 in 100 with inhibition below about 76%;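 note: plate controls were DMSO cells for no effect and high antibiotic wells for full effect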
Salmonella PhoP GFP – PhoP regulon inhibitors, Salmonella typhi PhoP promoter GFP reporter, confirmatory (AID 1850); 310,000 tested, 0.33% active; Salmonella Typhi PhoP-promoter GFP reporter, fluorescence, 4 h; higher % means a stronger effect; inhibition, % at 50 µM, or IC50 in µM where a hit was titrated; in the data active = a potency from the dose series; inconclusive = inhibition mostly from about 25% at the one dose, without a potency; inactive = the rest, 99 in 100 with inhibition below about 19%;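 note: 0% = induced wells with vehicle and 100% = uninduced wells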
VEEV TC-83 Vero 10K pilot screen – recorded beside VEEV TC-83 Vero, whose call it bears; inhibition, %; measured here: 10K pilot screen inhibition
Starred values were filed as active, the others as inactive; i = inactive; ? = inconclusive; nt = no result given.

SMILES | VEEV TC-83 Vero | H37Rv inhibition | influenza NS1A | M. tuberculosis | Salmonella PhoP GFP | others
CC1CN(CCCOc2ccccc2-c2ccccc2)CC(C)O1 (configuration not stated) | i | -4% | -1% | -5% | 6%
O=C(CSc1ccccc1F)NC1CCS(=O)(=O)C1 (configuration not stated) | 2.0% | -1% | -6% | -7% | 6%
CN(c1cccc(NC(=O)CCSc2ccccc2)c1)S(C)(=O)=O | 0.4% | -8% | 1% | -6% | -10%
O=C1CCc2cc(S(=O)(=O)N3CCN(c4cccc(C(F)(F)F)c4)CC3)ccc2N1 | 0.1% | 6% | 1% | -9% | 2%
CN(CCc1ccccn1)C(=O)Nc1cc(Cl)cc(Cl)c1 | 0.2% | -2% | -7% | 3% | 0%
Cc1ccc(C(C)C)c(OCC(=O)NNC(=O)CC2OC(=O)c3ccccc32)c1 (configuration not stated) | 0.6% | 2% | -13% | 15% | 6%
CCN(CC)CCCN(C(=O)c1ccco1)c1nc(-c2ccc(C)cc2)cs1 | 13% | 6% | 3% | i | 6%
Cc1ccc(N(CC(=O)NCc2ccco2)C(=O)CCC(=O)Nc2ccccn2)cc1C | ? | 1% | -2% | 8% | -8%
O=C(CCNS(=O)(=O)c1ccc(Br)cc1)NCc1ccco1 | 0.5% | 12% | -4% | 5% | -6%
Cn1c(CCC(=O)O)nc2cc(S(=O)(=O)N3CCCCC3)ccc21 | 0.8% | -14% | -10% | -10% | nt
CCN(CC)S(=O)(=O)c1ccc(/C=C/C(=O)Nc2ccc(F)c(F)c2F)cc1 | 1.2% | 4% | -4% | 0% | -4%
O=C([O-])c1cc(-c2ccccc2)cc(-c2ccccc2)[n+]1Cc1ccccc1 | nt | 2% | nt | 56% | -21%
O=C(Cn1c(=O)sc2ccccc21)Nc1ccc(O)cc1 | i | -2% | 13% | -5% | -8% | VEEV TC-83 Vero 10K pilot screen=0.1
Cn1c(=O)c2cc(S(=O)(=O)NC(C(=O)Nc3cccnc3)c3ccccc3)ccc2n(C)c1=O (configuration not stated) | 1.0% | -2% | -15% | nt | 14%
CC(C)CSc1oc(-c2ccco2)nc1S(=O)(=O)c1ccccc1 | 1.0% | 5% | 13% | 14% | 13%
CC(=O)N(C)c1ccc(OCC(O)COc2ccc(N(C)C(C)=O)cc2)cc1 | 0.7% | -5% | 10% | -17% | -3%
O=P1(NCc2ccco2)COc2ccccc2OC1 | 2.4% | -2% | -1% | 7% | 3%
Cc1ccc(S(=O)(=O)NCC(=O)OCC(=O)c2ccc(Cl)s2)cc1 | 0.2% | -3% | 19% | 12% | -3%
Cn1cc(/C=C2/SC(=O)N(CC(=O)Nc3ccc4c(c3)OCO4)C2=O)c2ccccc21 | 0.1% | -6% | -1% | -4% | -11%
COc1ccc(S(=O)(=O)Nc2cc3c4c(c2)CC(=O)N4CCC3)cc1C | 1.7% | 41% | -4% | 8% | 6%
CN(C)CCNC(=O)c1ccc(Cl)c2cc3ccccc3nc12 | i | nt | 0% | nt | nt
O=c1oc2ccccc2cc1-c1cn2ccccc2n1 | ? | 7% | -10% | 26% | 2%
Cc1cc(C)cc(NC(=S)NCc2ccc3[nH]c4c(c3c2)CCCC4)c1 | 12% | 2% | 26% | nt | -2%
CCCc1cc(-c2nc(-c3ccc(Br)cc3)cs2)ccn1 | i | 10µM* | -6% | ? | -3%
O=C1CC(c2ccccc2)=NN1c1ccc([N+](=O)[O-])cc1 | i | 2% | 12% | 35% | 3%
COc1ccc(OC)c(C(O)CNC(=O)CN)c1 (configuration not stated) | 1.4% | 1% | -2% | 1% | 5%
O=C(CSc1nnc(CNC(=O)c2ccc(F)cc2)o1)NCc1ccccc1 | 1.0% | 9% | -8% | ? | -5%
COc1ccc(-c2cc3nc(C)cc(-c4ccc(OC)cc4)n3n2)cc1 | 1.9% | 3% | -24% | 9% | 2%
COCCCN(CC(=O)Nc1ccc(N2CCOCC2)cc1)S(=O)(=O)c1ccc(C)cc1 | 0.1% | -8% | 4% | -1% | 0%
CCc1ccc(/C=N/NC(=O)c2cc(-c3cccc([N+](=O)[O-])c3)n[nH]2)cc1 | i | -7% | -4% | -1% | 3%

In the list so far, these contain a furan ring, fused or not.
SMILES | VEEV TC-83 Vero | H37Rv inhibition | influenza NS1A | M. tuberculosis | Salmonella PhoP GFP | others
CCN(CC)CCCN(C(=O)c1ccco1)c1nc(-c2ccc(C)cc2)cs1 | 13% | 6% | 3% | i | 6%
Cc1ccc(N(CC(=O)NCc2ccco2)C(=O)CCC(=O)Nc2ccccn2)cc1C | ? | 1% | -2% | 8% | -8%
O=C(CCNS(=O)(=O)c1ccc(Br)cc1)NCc1ccco1 | 0.5% | 12% | -4% | 5% | -6%
CC(C)CSc1oc(-c2ccco2)nc1S(=O)(=O)c1ccccc1 | 1.0% | 5% | 13% | 14% | 13%
O=P1(NCc2ccco2)COc2ccccc2OC1 | 2.4% | -2% | -1% | 7% | 3%

Carrying on:
SMILES | VEEV TC-83 Vero | H37Rv inhibition | influenza NS1A | M. tuberculosis | Salmonella PhoP GFP | others
CC(C)(C)C1CCc2onc(C(=O)Nc3cccc(O)c3)c2C1 (configuration not stated) | 2.6% | 9% | 2% | 8% | 4%
N#Cc1c2n(c3c(-c4ccccc4)ncnc13)CCC2 | 0.2% | 0% | -10% | 0% | 1%
COc1ccc(C2C(C(=O)N3CCN(c4ccccc4)CC3)c3ccccc3C(=O)N2C)cc1 (configuration not stated) | 6.1% | -3% | -2% | 17% | 3%
O=C(CSc1ccccc1)NCc1cccnc1 | i | -8% | 3% | -8% | 4%
Cc1cc(C)c2c(c1C)C(=O)CCC2 | i | nt | -17% | nt | nt
OC(C#CCN1CCOCC1)(c1ccccc1)C1CC1 (configuration not stated) | i | -11% | -5% | -3% | 2%
CCCNC(=S)Nc1ccc(Cl)cc1C | 2.0% | 7% | -6% | 77% | -3%
Cc1ccccc1CS(=O)(=O)Cc1ccc(C(=O)NCc2ccco2)o1 | i | 0% | 3% | -3% | -1% | VEEV TC-83 Vero 10K pilot screen=0.0
COC(=O)c1sccc1NC(=O)CCC1CCCCC1 | i | -3% | -5% | 61% | -5%
C[C@H](CO)N1C[C@H](C)[C@@H](CN(C)C(=O)Nc2ccc3c(c2)OCO3)Oc2ccc(NC(=O)NC3CCCCC3)cc2C1=O | 0.3% | -3% | -3% | 11% | nt

Next section; it opens with the 2 that closed the last part.
SMILES | VEEV TC-83 Vero | H37Rv inhibition | influenza NS1A | M. tuberculosis | Salmonella PhoP GFP | others
COC(=O)c1sccc1NC(=O)CCC1CCCCC1 | i | -3% | -5% | 61% | -5%
C[C@H](CO)N1C[C@H](C)[C@@H](CN(C)C(=O)Nc2ccc3c(c2)OCO3)Oc2ccc(NC(=O)NC3CCCCC3)cc2C1=O | 0.3% | -3% | -3% | 11% | nt
C=C1CCN([C@@H](CC(C)C)C(=O)O)S(=O)(=O)c2ccccc21 | 1.5% | -4% | -6% | 20% | 5%
CCC(C)Nc1nc2c(c(=O)n(C)c(=O)n2C)n1Cc1ccc(Cl)cc1 (configuration not stated) | 6.9% | 1% | 7% | nt | -12%
CC(C)n1nc(C(=O)OCn2nnc3ccccc3c2=O)c2ccccc2c1=O | 1.1% | -2% | 3% | ? | -6%
COc1ccc(-c2noc(CN(C)Cc3ccc(C)o3)n2)cc1 | 1.4% | -7% | -11% | 51% | 14%
NS(=O)(=O)c1ccc(CCNC(=O)CCc2nc3sc4c(c3c(=O)[nH]2)CCCC4)cc1 | 1.0% | 8% | -5% | 26% | 3%
CC1CC(c2ccccc2)n2nc(N3C(=O)c4ccccc4C3=O)nc2N1 (configuration not stated) | i | 6% | -6% | -8% | 9%
CCOc1ccc(S(=O)(=O)N(CC(=O)NC2CCCC2)c2ccc(F)cc2)cc1 | 5.3% | -8% | 6% | -11% | -10%
Cc1cc(-c2ccc(S(=O)(=O)NCc3ccc(F)cc3)cc2)on1 | 0.9% | 8% | -1% | 19% | 10%
CC1CCN(S(=O)(=O)c2ccc(NC(=O)CN3CCCCCC3)cc2)CC1 | i | -5% | 11% | 0% | 2%
CC(=O)NCCC1CCN(C(=O)c2cc(COc3ccc(C)nc3)on2)CC1 | 1.5% | 4% | 0% | -12% | -5%
CCCC1C2C(=O)N(c3ccccc3OC)C(=O)C2ON1c1ccccc1 (configuration not stated) | 0.0% | -7% | -2% | 41% | -8%
O=C(N/N=C\c1ccc(-c2cccc(Cl)c2)o1)C(=O)NC1CCCC1 | 0.3% | 8% | -4% | 3% | -5%
Cc1[nH]nc2c1C(c1ccc(-c3ccccc3C#N)o1)C(C#N)=C(N)O2 (configuration not stated) | i | 17% | 4% | 50% | 25%
O=c1c2ccccc2nnn1CSc1nc2ccccc2c(=O)n1Cc1ccco1 | 0.1% | 15% | -5% | -3% | -4%
COc1ccc2cc3cc(C(=O)NCCC(C)C)oc3nc2c1 | 0.4% | 3% | 18% | 16% | 7%
O=C(Nc1ccc(S(=O)(=O)N2CCOCC2)cc1)c1cccnc1 | 1.8% | -6% | -7% | -10% | -4%
CC[C@]12c3[nH]c4ccc(OC)cc4c3CCN1C(=O)C(CC(=O)NCCC1=CCCCC1)C[C@@H]2C(=O)N1CCN(C(=O)C2CC2)CC1 (some centres not stated) | i | nt | -17% | nt | nt
O=C(CSc1nc2ccccc2o1)N1CCCC1 | i | 7% | 0% | 66% | 2%
Cc1cc(C)nc(NS(=O)(=O)c2ccc(NC(=O)CN3C(=O)S/C(=C\c4ccccc4)C3=O)cc2)n1 | 0.7% | 6% | 9% | 20% | -4%
CC(C)NC(=O)c1cccc(Br)c1 | 0.6% | -5% | -3% | 0% | 9%
COc1cccc(OC)c1C(=O)Nc1ccc(Cc2ccncc2)cc1 | 1.5% | -2% | -6% | -8% | -2%
Cc1ccc(C(=O)Nc2nc3ccccc3s2)s1 | 0.9% | 22% | 6% | 30% | -5%
Cc1ccc(N2C(=O)c3ccc(C(=O)NCCN4CCOCC4)cc3C2=O)cc1 | i | -2% | 7% | -2% | 0% | VEEV TC-83 Vero 10K pilot screen=1.5
COc1cc([C@H](Cc2ccccc2)NC(C)=O)oc(=O)c1 | 0.2% | -10% | 1% | 21% | 1%
CC(C)(C)OC(=O)NCCCC[C@H](NC(=O)c1nc[nH]c1C(=O)N[C@@H](CCCCNC(=O)OC(C)(C)C)C(=O)OC(C)(C)C)C(=O)OC(C)(C)C | 4.5% | 1% | -6% | 3% | -11%
Cc1ccc(NC(=O)c2ccc3c(c2)N(CC(=O)NC(C)C)C(=O)C(C)(C)O3)cc1 | 1.4% | -8% | 9% | -20% | 5%
COc1ccc(/C=N/NC(=O)c2sccc2OCc2ccc(F)cc2)cc1OC | 6.6% | 6% | -7% | -3% | -1%
Nc1nnnn1-c1cccc([N+](=O)[O-])c1 | 2.0% | nt | -24% | nt | nt
N#C/C(=C(/O)CSc1nnc(Cc2cccs2)n1C1CCCCC1)c1nc2ccccc2[nH]1 | 3.4% | 23% | 13% | -15% | 6%
COCC(C)NC(=O)/C=C/c1ccc(OC)cc1 (configuration not stated) | i | 1% | 5% | -2% | 1%
COc1ccc(C2CC(=O)c3c(C)nc(N4CCN(c5ccccc5)CC4)nc3C2)cc1 (configuration not stated) | 2.1% | -10% | 6% | -4% | -3% | VEEV TC-83 Vero 10K pilot screen=0.7
O=S(=O)(Nc1ccc(-n2cnnn2)cc1)c1ccccc1F | 1.0% | -1% | 1% | 6% | nt
CCCCn1c(N)c(N(CCOC)C(=O)c2cc(-c3ccc(OC)c(OC)c3)nc3ccccc23)c(=O)[nH]c1=O | 1.9% | -5% | -3% | 31% | 3%
COc1cc(/C=C/C(=O)O)cc(OC)c1OC | 1.0% | -10% | 0% | -7% | 8%
CCN1C(=O)[C@@H]2[C@@H](c3ccc(-c4ccc(C(C)=O)cc4)cc3)N3CCC[C@@]3(C(=O)OC)[C@@H]2C1=O | 0.3% | 0% | 0% | 9% | 1% | VEEV TC-83 Vero 10K pilot screen=1.5
COc1cc(CC(=O)N(CC(C)C)C2CCS(=O)(=O)C2)cc(OC)c1OC (configuration not stated) | 1.5% | -7% | 1% | -1% | nt
Cc1ccc2nc(SCc3nnc(-c4ccccc4Br)o3)[nH]c2c1 | 8.0% | 0% | -10% | 33% | -17%
Cc1ccc(C)c(Cn2c(=O)n(-c3ccc(CC(=O)NCc4ccco4)cc3)c(=O)c3sccc32)c1 | 0.9% | -13% | -4% | -55% | nt
CSc1nc(O)c(Nc2ccccc2)c(=O)[nH]1 | 0.8% | nt | -9% | nt | nt
COc1cccc(NC(=O)Nc2cc(C)on2)c1 | 1.5% | 3% | 1% | -2% | -8%
COCCN(C(=O)c1csnn1)C(C(=O)NC1CCCCC1)c1cccs1 (configuration not stated) | 4.8% | -7% | -3% | 20% | -13%
